Epigenetic mod – derepresses silenced GFP locus in mouse C127i cells. mouse C127i GFP locus derepression, cytometry, 30 h. Potency, µM (top dose mostly 46.1 µM), without a hit: at the highest dose GFP derepression (activation). actives 0.09% (n = 68,000); note: % of control where 0% means no effect
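Read-out is the number of GFP-positive cells, scored as fluorescent objects 20 to 120 um wide, reflecting derepression of a silenced CMV-GFP reporter in murine C127i cells after 30 h compound exposure at 37 C.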
Hsp90 Hop PPI – changes Hsp90-Hop TPR2A binding signal, up or down; AlphaScreen TPR2A-His6 binding biotin-Hsp90 C-terminal peptide; Potency, µM (titrated, usually from 57 µM), without a hit: top-dose activity change, negative = inhibition; actives 0.44% (n = 71,000); AID 595; active = well fitted curve in either direction with a large enough effect; inconclusive = small, poorly fitted or top-dose-only effect, or another doubt; note: potency is the fitted concentration of half-maximal effect; % is set by controls: 0 for no effect and ±100 for the full control effect; many of its hits are not listed in these tables
DNA Pol III inh – blocks replication by bacterial DNA polymerase III holoenzyme; actives 0.25% (n = 71,000); reconstituted DNA polymerase III holoenzyme replication, biochemical; Potency, µM (series often up to 57.1 µM), for inactives: top-dose activity change, negative = inhibition; AID 603; note: potency is the fitted concentration of half-maximal effect; % is set by controls: 0 for no effect and ±100 for the full control effect
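Reconstituted *E. coli* holoenzyme (0.35 nM Pol III, 1 nM beta, 154 nM SSB, 2 nM primase) was preincubated with compound for 15 min at RT. Synthesis on 1.4 nM ssM13Gori ran 35 min, then was stopped with PicoGreen/EDTA and read as dsDNA fluorescence.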
HBB splicing – modulators of hemoglobin beta chain splicing; HBB splicing reporter cell assay, activation; EGFP reporter with mutant IVS2-654 intron; response scale: normalised to 500 nM splice-correcting PNA; AID 925; actives 0.06% (n = 65,000); Potency, µM (top dose mostly 46.1 µM), for the others: at the highest dose activation, usual class: activators; note: potency is the fitted concentration of half-maximal effect; 0% is about no effect
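HeLa cells stably expressing EGFP interrupted by mutant beta-globin intron 2 (IVS2-654), 500/well in 2% FCS. Treated with compound for 2 days at 37C. Splicing correction scored as total well GFP intensity (488 nm excitation, 500-520 nm emission); 500 nM antisense PNA served as control.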
HADH2 inh – inhibitors of human HADH2 dehydrogenase. actives 3.4% (n = 73,000). recombinant HADH2, NADH fluorescence, beta-hydroxybutyryl-CoA. AID 886. Potency, µM (top dose mostly 57.1 µM), inactives show at the highest dose activity change, negative = inhibition, actives largely listed as inhibitors; note: potency is the fitted concentration of half-maximal effect; % is set by controls: 0 for no effect and ±100 for the full control effect; nearly all actives have a fitted effect of over 60% in size; many of its hits are not listed in these tables
Target sequence (Q99714 whole entry, looked up, one chain of several): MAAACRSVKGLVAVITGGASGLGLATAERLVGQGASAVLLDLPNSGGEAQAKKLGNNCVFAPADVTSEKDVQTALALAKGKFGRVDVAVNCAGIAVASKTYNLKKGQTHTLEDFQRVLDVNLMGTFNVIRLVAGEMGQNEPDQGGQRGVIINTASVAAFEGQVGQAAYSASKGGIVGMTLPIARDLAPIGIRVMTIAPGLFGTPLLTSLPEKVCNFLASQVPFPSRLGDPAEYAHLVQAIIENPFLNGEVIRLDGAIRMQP
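Read-out: 360 nm excitation, 450 nm emission, kinetic over 4 min. Conditions: His-tagged human HADH2 20 nM, pH 9.0 Tris with Tween-20, 1 mM NAD+, 90 uM beta-hydroxybutyryl-CoA.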
FLuc inh – firefly luciferase inhibition | P08659 | purified firefly luciferase, luminescence, 8 min | Potency, µM (highest dose often 57.1 µM), for inactives: at the top dose activity change, negative = inhibition, usual class: inhibitors | actives 2.2% (n = 72,000) | AID 411; note: potency is the fitted concentration of half-maximal effect; % is set by controls: 0 for no effect and ±100 for the full control effect; nearly all actives have a fitted effect of over 40% in size
Target sequence (P08659 whole entry, looked up): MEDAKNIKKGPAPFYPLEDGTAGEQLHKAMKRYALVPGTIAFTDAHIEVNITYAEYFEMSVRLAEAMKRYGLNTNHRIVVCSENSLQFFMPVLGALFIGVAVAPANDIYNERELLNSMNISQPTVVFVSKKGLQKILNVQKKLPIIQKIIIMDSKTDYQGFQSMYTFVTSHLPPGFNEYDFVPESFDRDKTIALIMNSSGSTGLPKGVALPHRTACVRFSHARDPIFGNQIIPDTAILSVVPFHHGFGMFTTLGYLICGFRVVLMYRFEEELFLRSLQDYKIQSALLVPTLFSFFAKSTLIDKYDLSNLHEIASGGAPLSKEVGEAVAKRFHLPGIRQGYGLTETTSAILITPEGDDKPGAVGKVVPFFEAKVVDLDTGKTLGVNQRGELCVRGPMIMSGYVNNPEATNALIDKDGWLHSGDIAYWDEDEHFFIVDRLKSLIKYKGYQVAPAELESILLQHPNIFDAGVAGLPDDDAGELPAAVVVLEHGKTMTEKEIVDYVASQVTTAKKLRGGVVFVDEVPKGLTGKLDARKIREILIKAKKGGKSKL
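Luminescence read-out after 8 min at room temperature; enzyme reaction used luciferin plus 10 uM ATP (linear range) in imidazole buffer pH 7.2 with KCl, MgCl2, Tween 20 and BSA. Each sample was run as a titration.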
CRE-bla Fsk – CRE-bla signaling modulation under forskolin stimulation; CHO CRE-bla reporter (cAMP response element driving beta-lactamase), forskolin EC10, beta-lactamase ratio; Potency, µM (titrated, usually from 38.2 µM), inactives show top-dose activity change, negative = inhibition, usual class: activators; actives 2.5% (n = 71,000); AID 662; active = well fitted activation curve with a large enough effect in the signal ratio, with a control signal flat, not every such curve was filed as active; inconclusive = small, poorly fitted or top-dose-only effect, or effect the other way, or a change in a side signal; the % refers to the signal ratio; note: potency is the fitted concentration of half-maximal effect; % of control where 0% means no effect
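Reporter-gene assay: CHO cells with beta-lactamase behind cAMP responsive elements, co-treated with compound and EC10 NKH 477 for 3 hours at 37 degrees Celsius. Activity came from the 460/530 nm CCF4 emission ratio.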
Tau filament bind – tau filament binding. P10636. recombinant tau filaments, thioflavin S fluorescence, 15 h; filaments grown with octadecylsulfate alongside compound. Potency, µM (highest dose often 57.1 µM), for inactives: top-dose activity change, negative = inhibition. actives 2% (n = 71,000). AID 596;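 note: potency is the fitted concentration of half-maximal effect; % is set by controls: 0 for no effect and ±100 for the full control effect; actives lower thioflavin S fluorescence by blocking filaments or displacing dye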
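Read-out: ThS fluorescence, 450 nm excitation/510 nm emission; lower signal marks blocked filament formation or displaced dye. Tau at 1 uM with 30 uM ODS, 10 uM ThS, 5 mM DTT, 100 mM NaCl, 10 mM HEPES pH 7.4; 15 h, 37 C.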
15-hLO inh – blocks human 15-lipoxygenase activity | Potency, µM (titrated, usually from 57.1 µM), without a hit: top-dose activity change, negative = inhibition, actives largely listed as inhibitors | actives 1.4% (n = 74,000) | purified 15hLO-1, xylenol orange hydroperoxide absorbance | P16050 | AID 887; note: potency is the fitted concentration of half-maximal effect; % is set by controls: 0 for no effect and ±100 for the full control effect; nearly all actives have a fitted effect of over 55% in size
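Compounds were preincubated 15 min at room temperature with 40 nM purified human enzyme (25 mM Hepes pH 7.5, 0.01% Triton X-100); 50 uM arachidonic acid reacted 6 min. Fe-xylenol orange detection, 30 min, absorbance ratio 573/405 nm.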
Ub-GFP proteasome – proteasome inhibitors stabilizing ubiquitin-GFP reporter; Ubiquitin-GFP reporter cells, proteasome inhibition, GFP fluorescence; response scale: untreated = 0%, 10 µM MG-132 = 100%; Potency, µM (highest dose often 45.9 µM), for the others: at the highest dose activation (GFP accumulation), actives largely listed as activators; 67,000 tested, under 10 active; AID 526; active = well fitted activation curve with a large enough effect, not every such curve was filed as active; inconclusive = small, poorly fitted or top-dose-only effect, or another doubt; inactive = no such curve, though single readings can be large or run the other way; note: potency is the fitted concentration of half-maximal effect
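U2OS cells expressing ubiquitin(G76V)-GFP, seeded overnight in 0.5% FBS medium, then treated 4 hr at 37 C across 46 uM to 2.9 nM. GFP-positive cells counted by laser cytometry (488 ex/515 em); %activity scaled between basal and 10 uM MG-132.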
ERK AVP inh – vasopressin-driven ERK pathway inhibition; HEK293-V1b, vasopressin-stimulated pERK AlphaScreen; Potency, µM (series often up to 57.5 µM), without a hit: at the highest dose activity, negative = inhibition, hits mostly inhibitors; actives 0.99% (n = 72,000); AID 995; note: potency is the fitted concentration of half-maximal effect; % is set by controls: 0 for no effect and ±100 for the full control effect; nearly all actives have a fitted effect of over 55% in size
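Overnight-seeded V1b-HEK293 cells in 1% FBS got compound, then vasopressin (25 nM final, 5 min, 37C), then lysis buffer. AlphaScreen detection of phospho-ERK; activity normalized to basal and full-stimulation controls.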
* hit, by the source's call; ? = inconclusive; . = not tested or not shown; [ ] = remark or other dose. Unless noted, calls come from the whole dose curve; as a rule, active = well fitted curve in the direction sought with a large enough effect; inconclusive = small, poorly fitted or top-dose-only effect, or another doubt; inactive = no such curve, though single readings can be large; an effect the other way counts as inactive or inconclusive. This is a subset. The share of hits here may be higher or lower than overall.

SMILES	Epigenetic mod	Hsp90 Hop PPI	DNA Pol III inh	HBB splicing	HADH2 inh	FLuc inh	CRE-bla Fsk	Tau filament bind	15-hLO inh	Ub-GFP proteasome	ERK AVP inh
O=C(O)CCn1c(=O)[nH]c2ccccc2c1=O	.	-2%	0%	0.4%	3%	5%	-7%	-22%	1%	18%	.
COc1ccc(CN(C(=O)CN2C(=O)C(C)Oc3ccccc32)C2CCCC2)c(OC)c1 (centres undefined)	0%	-2%	1%	0.4%	6%	6%	17%	8%	-9%	1%	-18%
CCOC(=O)Cc1ccc(NS(=O)(=O)c2ccc(SC)cc2)cc1	2%	-6%	9%	-0.6%	?	1%	1%	22%	-24%	-3%	-5%
CCOc1nc(-c2ccccc2)ccc1-c1noc(-c2ccc(OC)c(OC)c2)n1	8%	0%	-8%	-0.1%[57.5 µM]	92%[activator]	-1%	-7%	-2%	4%	0%	2%
Cc1cc(Nc2ccc(N=Nc3ccc(O)c4ncccc34)cc2)nc(C)n1	2%[9.22 µM]	?	-8%[11.4 µM]	3.3%[9.22 µM]	-10%[11.4 µM]	-2%[11.4 µM]	0%[7.6 µM]	-8%[11.4 µM]	12%[11.4 µM]	-4%[9.17 µM]	-16%[11.5 µM]
O=C(O)CSc1nnc(-c2cc3ccccc3o2)n1-c1ccccc1	0%	-1%	-2%	-0.5%	-2%	1%	-8%	1%	5%	-4%	-15%
CC(=O)N1c2ccccc2N(Cc2ccc(C)cc2C)C(=O)C1(C)C	.	-3%[2.3 µM]	-3%	-0.3%	-9%	-5%	?	-8%	-4%	-3%	-3%
Cc1cc(=O)[nH]c(SCC(N)=O)c1C#N	-2%	-3%	-8%	-0.1%[57.5 µM]	-1%	2%	-5%	4%	-12%	1%	-4%
CC1(C)NC(=O)N(CCOCCSc2ccccc2)C1=O	-1%	-3%	4%	0.3%	8%	1%	-7%	11%	7%	-12%	-24%
COc1ccc(CCNC(=O)CS(=O)Cc2nc(-c3cccs3)oc2C)cc1OC (centres undefined)	0%	1%	2%	-1.2%	-5%	0%	-14%	1%	-5%	5%	-30%
CCOC(=O)Nc1ccc2c(c1)N(C(=O)CN(CC)CC)c1ccccc1C=C2	0%	-1%	-2%	2.4%[1.84 µM]	1%	2%	17%	-5%	3%	-9%	-3%
CCOc1ccc(-n2c(SCC)nc3c(c2=O)SCC3)cc1	2%	-4%	2%	-1.3%	18%	1%	-1%	-4%	-5%	3%	-25%
COC(=O)c1ccccc1NC(=O)CN(C)S(=O)(=O)c1cc(C)ccc1OC	1%	6%	-3%	-1.6%	-1%	3%	?	10%	-1%	-8%	?
Cc1noc(C)c1COC(=O)c1ccc(S(=O)(=O)NCc2ccco2)cc1	-3%	-1%	1%	-0.3%[57.5 µM]	-9%	0%	6%	0%	-1%	3%	19%
CCCCn1c(SCC(=O)N(CC)C2CCS(=O)(=O)C2)nnc1C(CC)N(C)C (centres undefined)	0%	-2%	-7%	0.0%[57.5 µM]	2%	-6%	0%	-2%	1%	-1%	?
Cc1c(N(C)C(=O)C2CCCN2S(=O)(=O)c2ccccc2)c(=O)n(-c2ccccc2)n1C (centres undefined)	5%	0%	4%	-0.6%	12%	1%	?	6%	7%	-6%	0%
CC1(C)CC(=O)c2sc(N)nc2C1	3%	-6%	2%	1.0%	-6%	1%	8%	11%	1%	-8%	-17%
CCCNC(=O)Nc1cc(OCC)c(N2CCOCC2)cc1OCC	0%	-4%	-7%	2.5%	-8%	3%	7%	-10%	-9%	-3%	-12%
O=C(Nc1cccc2ncccc12)c1ccc2c(c1)OCCO2	6%	-3%	-2%	8.4%	-1%	-17%	-11%	-4%	5%	-6%	-19%
COc1ccccc1C(=O)N1CCNC(=O)C1CC(=O)Nc1ccc(Cl)cc1 (centres undefined)	-4%	1%	-1%	0.0%	6%	0%	-8%	5%	4%	3%	1%
O=C(Nc1ccc(O)cc1C(=O)O)c1ccc2c(c1)C(=O)N(Cc1ccco1)C2=O	2%	-27%	-18%	7.2%	?	-2%	-27%	-9%	0%	-4%	-12%
Oc1ccc2ccccc2c1Cc1c(O)ccc2ccccc12	0%[9.22 µM]	?	-11%[11.4 µM]	6.3%[9.22 µM]	3.2µM*	-1%[11.4 µM]	-3%[7.6 µM]	-3%[11.4 µM]	-17%[11.4 µM]	5%[9.17 µM]	-14%[11.5 µM]
N=c1n(Cc2ccc(Cl)cc2)c2ccccc2n1CC(O)c1ccco1 (centres undefined)	0%	5%	-4%	-1.2%	15%	0%	9%	7%	-6%	1%	-8%
CSc1ccccc1C(=O)NCCSC(C)(C)C	0%	3%	-2%	3.4%	14%	2%	0%	-5%	-5%	3%	2%
COC(=O)CN(c1ccc(F)cc1)S(=O)(=O)c1ccc2c(c1)OCCO2	0%	2%[11 µM]	7%[11.4 µM]	-4.3%[0.0738 µM]	0%[11.4 µM]	1%	?	1%[11.4 µM]	-1%[11.4 µM]	11%[9.17 µM]	14%
CCOc1ccccc1C1CC(=O)Nc2cc(OC)c(OC)c(OC)c21 (centres undefined)	-2%	-13%	-3%	-1.9%	-9%	0%	7%	8%	1%	-3%	30%[activator]
COc1ccccc1Oc1cc(C#N)c(C#N)cc1-n1nnc2ccccc21	0%	6%	-8%	5.4%	9%	4%	-2%	-19%	-10%	-6%	-7%
Cc1ccc(CNC(=O)C2CC(=O)N(C3CCCCCCC3)C2)cc1 (centres undefined)	0%	0%	-2%	6.5%[0.369 µM]	6%	0%	-3%	-5%	-6%	-2%	3%
COCCn1c(C)cc(C(=O)CSc2ncnc3sc4c(c23)CCC4)c1C	-1%	-4%	3%	-0.8%	?	-1%	8%	12%	-12%	4%	-15%
Nc1nnnn1/N=C/C=C/c1ccccc1	2%	-2%	1%	0.9%[57.5 µM]	-7%	-4%	-7%	-8%	-9%	1%	18%
CSCCC(NC(=O)c1ccco1)C(=O)OCC(=O)Nc1sccc1C#N (centres undefined)	-1%	-3%	-5%	-0.3%[57.5 µM]	?	-2%	-11%	4%	?	-4%	4%
Cc1cc(C)n2nc(C(=O)N3CCOCC3)nc2n1	0%	-3%	-3%	.	-13%	0%	3%	5%	14%	-2%	7%
O=C1NCCCc2nonc21	-1%	0%	-1%	-1.2%	10%	1%	0%	164%	1%	-5%	11%
CC(=O)N1CCc2cc(S(=O)(=O)NCCC(=O)NCCc3ccc(C)cc3)ccc21	1%	2%	3%	-0.6%	14%	3%	20%	6%	-4%	6%	-7%
CCCS(=O)(=O)O	8%[9.22 µM]	1%[11 µM]	-4%[11.4 µM]	0.5%[9.22 µM]	10%[11.4 µM]	3%[11.4 µM]	?	-6%[11.4 µM]	3%[11.4 µM]	-2%[9.17 µM]	0%[11.5 µM]
Cc1onc(-c2ccccc2)c1C(=O)Nc1nnc(N2CCCCCC2)s1	-4%	-2%	0%	-0.5%	-23%	-2%	1%	?	-9%	12%	19%
CCOC(=O)C1CCCN(C(=O)c2sc3nc(-c4ccc(F)cc4)cn3c2C)C1 (centres undefined)	4%	-1%	2%	-0.2%	2%	3%	?	4%	2%	-5%	15%
COc1ccc(NC(=O)C(Cc2ccccc2)NC(=O)c2ccco2)cc1OC (centres undefined)	-3%	-4%	-6%	-0.3%	23%	-2%	6%	-3%	4%	4%	-29%
Cn1c(=O)c2c(ncn2CC(=O)N2CCN(c3ccccc3)CC2)n(C)c1=O	0%	-5%	0%	-0.2%	13%	4%	0%	1%	7%	13%	-11%
COc1ccccc1NC(=O)CCN1CCN(CCC(=O)Nc2ccccc2OC)CC1	2%	-2%	1%	-0.8%[57.5 µM]	-5%	-2%	-7%	-3%	0%	9%	-4%
COCCCNC(=O)c1ccc2c(c1)ncn2-c1ccccc1OC	4%	3%	-5%	-0.6%	1%	-1%	2%	-7%	0%	7%	1%
CCCn1c(=N)n(CC(O)c2ccco2)c2ccccc21 (centres undefined)	0%	-5%	-4%	-1.5%	3%	1%	5%	5%	6%	12%	-12%

Screening results (PubChem)
